Tb PYK inh: qHTS of Trypanosoma Brucei Inhibitors | TbPYK enzyme, Kinase-Glo Plus ATP luminescence, 45 min | pyruvate kinase (Trypanosoma brucei), Q57TT1 | AID 624173, 2012 | hit rate 0.12% among 410,000 | Potency, µM (titrated, usually from 76.8 µM), for inactives: at the highest dose activity, negative = inhibition, actives largely listed as inhibitors; further: potency means the concentration at half of the fitted maximal effect; on the % scale 0 is the no-effect control and ±100 the full control effect; nearly all actives have a fitted effect of over 50% in size
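In this concentration-response screen, enzyme-free wells defined baseline while DMSO plates tracked drift. Each reaction combined TbPYK, substrate, compound and 130 uM ADP for 45 min at room temperature. Kinase-Glo Plus luminescence gave the signal.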
AMA1 RON2 block: qHTS for Inhibitors of AMA1-RON; Towards Development of Antimalarial Drug Lead: Primary Screen; Plasmodium falciparum AMA1 (3D7) - RON2 peptide interaction; AlphaScreen AMA1-biotinylated RON2 peptide binding; Potency, µM (titrated, usually from 58.2 µM), for inactives: at the top dose activity change, negative = inhibition, hits mostly inhibitors; hit rate 0.2% among 360,000; AID 720542, 2013;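 further: potency means the concentration at half of the fitted maximal effect; 0% = vehicle wells and -100% = peptide control; nearly all actives have a fitted effect of over 45% in size; some results filed as inactive show a strong effect at the top dose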
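AMA1 (3D7) with his tag at 25 nM final met compounds first, then biotinylated RON2 peptide at 25 nM; detection used donor plus acceptor beads, 10 µg/mL apiece, read by AlphaScreen after 30 min at room temperature.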
Shiga inhibitor: A qHTS for Small Molecule Inhibitors of Shiga Toxin. Vero cells, Shiga toxin protein synthesis inhibition reporter. AID 2315, 2010. inhibition, % at 38.7 µM. hit rate 9.2% among 290,000; in the data active means inhibition mostly above about 28%, no sharp cut-off; inactive means mostly below about 43%; further: 0% is about no effect
Pf growth 48h: Primary qHTS for delayed death inhibitors of the malarial parasite plastid, 48 hour incubation. P. falciparum luciferase growth in erythrocytes, 48 h. Potency, µM (top dose mostly 28.7 µM), without a hit: top-dose activity change, negative = inhibition, most hits filed as inhibitors. hit rate 5.9% among 310,000; further: potency means the concentration at half of the fitted maximal effect; on the % scale 0 is the no-effect control and ±100 the full control effect
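Read-out is firefly luciferase luminescence from an integrated reporter in P. falciparum, so falling signal marks reduced parasite growth. Infected erythrocytes were at 2% hematocrit and 0.1% parasitemia (final) in Albumax-supplemented RPMI 1640.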
LmPK inhibitor: qHTS Assay for Inhibitors of Leishmania Mexicana Pyruvate Kinase (LmPK); purified LmPK, Kinase-Glo ATP luminescence, 1 h; Potency, µM (highest dose often 57.5 µM), for the others: top-dose activity change, negative = inhibition, hits mostly inhibitors; hit rate 0.37% among 290,000; further: potency means the concentration at half of the fitted maximal effect; on the % scale 0 is the no-effect control and ±100 the full control effect
Target sequence (Q27686 whole entry, looked up): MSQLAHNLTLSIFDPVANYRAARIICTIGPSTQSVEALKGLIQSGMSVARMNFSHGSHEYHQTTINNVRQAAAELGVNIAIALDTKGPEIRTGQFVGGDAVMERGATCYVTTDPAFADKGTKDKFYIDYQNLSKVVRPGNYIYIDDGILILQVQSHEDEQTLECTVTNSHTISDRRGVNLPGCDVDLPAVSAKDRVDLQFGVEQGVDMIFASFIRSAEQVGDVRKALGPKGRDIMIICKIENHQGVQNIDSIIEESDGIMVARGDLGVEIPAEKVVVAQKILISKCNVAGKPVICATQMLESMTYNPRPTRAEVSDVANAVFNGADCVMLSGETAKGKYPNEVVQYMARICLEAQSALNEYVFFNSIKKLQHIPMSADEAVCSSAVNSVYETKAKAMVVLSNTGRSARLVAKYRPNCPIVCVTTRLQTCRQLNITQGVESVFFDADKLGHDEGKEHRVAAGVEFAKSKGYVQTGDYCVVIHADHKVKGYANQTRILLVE
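Purified LmPK (0.1 nM) with 0.5 mM PEP and 0.1 mM ADP in imidazole buffer pH 7.2 with MgCl2/KCl, 1 h at room temperature. ATP formed was read by luciferase luminescence and normalized to no-enzyme and uninhibited controls.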
Cycloheximide cs: Cycloheximide Counterscreen for Small Molecule Inhibitors of Shiga Toxin. cell reporter, cycloheximide protein synthesis inhibition counterscreen. max response, %. hit rate 12% among 300,000. AID 2314, 2010; in the data active means max response mostly above about 13%, no sharp cut-off; inactive means mostly below about 14%; further: read at 38.3 µM for the half of the compounds with a filed dose; 0% is about no effect
Pf growth 96h: Primary qHTS for delayed death inhibitors of the malarial parasite plastid, 96 hour incubation; P. falciparum luciferase reporter growth, 96 h; Potency, µM (top dose mostly 28.7 µM), without a hit: at the top dose activity change, negative = inhibition, actives largely listed as inhibitors; hit rate 6.9% among 320,000; further: potency means the concentration at half of the fitted maximal effect; on the % scale 0 is the no-effect control and ±100 the full control effect
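Readout is luminescence from an integrated firefly luciferase in P. falciparum. Red cells, 2% hematocrit and 0.05% parasitemia final, were cultured with compound through two parasite generations (96 hours) at 37 C, 5% CO2.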
The depositor's hits bear a star; ? = inconclusive; nt = not tested or not shown; & = joins results of further samples; [ ] = another dose, or the depositor's remark. Unless noted, the call rests on the fitted dose curve; in most records, active means well fitted curve in the direction sought with a large enough effect; inconclusive means small, poorly fitted or top-dose-only effect, or another doubt; inactive means no such curve, though single readings can be large; an effect the other way counts as inactive or inconclusive.

1) Cc1cc(C(=O)COC(=O)c2ccc(Br)o2)c(C)n1C
2) CC1CCCC(n2cnc3cc(C(=O)O)ccc32)C1C (centres undefined)
3) CSc1nsc(SCC(=O)Nc2c(C)n(C)n(-c3ccccc3)c2=O)n1
4) CCOc1ccc(NC(=O)C2CCN(S(=O)(=O)c3c(C)n[nH]c3C)CC2)cc1
5) Cc1cccc(N2CCN(C3=NC(=O)C(Cc4ccccc4)S3)CC2)c1 (centres undefined)
6) CC(C)CC(C(=O)Oc1ccc2c3c(c(=O)oc2c1)CCC3)N1C(=O)c2ccccc2C1=O (centres undefined)
7) Cc1ccccc1CCNC(=O)C1CCN(S(=O)(=O)c2ccc(-n3cnnn3)cc2)CC1
8) CCOC(=O)C1(Cc2ccc(Cl)cc2)CCN(C(=O)c2cnc(C)cn2)CC1

assay / entry	1	2	3	4	5	6	7	8
Tb PYK inh	-7%	-2%	1%	-8%	-2%	-3%	-6%	8%
AMA1 RON2 block	-22%	-15%	3%	-1%	1%[2.32 µM]	5%	-12%	2%
Shiga inhibitor	58*	-1	3	19	-8	-6	32	14
Pf growth 48h	-15%	-2%	12%	-17%	-14%	8%	?	-14%
LmPK inhibitor	-2%	-1%	1%	3%	2%	5%	0%	3%
Cycloheximide cs	40*	-2	-5	-4	-1	-2	5	0
Pf growth 96h	23%	?	-4%[5.75 µM]	-8%	12µM*	15%	13µM*	-2%

9) Cc1cc2cc3c(cc2nc1SCc1ccccn1)OCCO3
10) Cc1ccc(CCSc2ccc(C(C)C)cc2)cn1
11) COc1ccc(NC(=O)CSc2nnc(C)s2)cc1S(=O)(=O)N1CCOCC1
12) O=C(COC(=O)[C@H](Cc1c[nH]c2ccccc12)NC(=O)c1cccs1)NCc1ccccc1
13) Cc1ccc(Cl)cc1NC(=S)N(CCCN1CCOCC1)Cc1ccccn1
14) CCN(CC)c1ccc(/C=N/NC(=O)CNC(=O)c2ccc3c(c2)OCCO3)cc1
15) Cc1ccc(NC(=O)CSc2nnc(CNC(=O)c3c(F)cccc3Cl)o2)cc1
16) O=C(COc1ccc(S(=O)(=O)N2CCOCC2)cc1Cl)NC1CC1

assay / entry	9	10	11	12	13	14	15	16
Tb PYK inh	2%	5%	5%	-6%	-7%	-1%	2%	3%
AMA1 RON2 block	-7%	29%	11%	-11%	28%	-22%	9%	-16%
Shiga inhibitor	-6	30*	nt	-9	-14	-10	7	-4
Pf growth 48h	-2%	11%	-18%	7%	-11%	18%	11%	-19%
LmPK inhibitor	5%	3%	nt	3%	-2%	2%	4%	-3%
Cycloheximide cs	-1	9.2*	nt	4	-6	6	-2	-5
Pf growth 96h	?	12µM*	10µM*	11%	47%[activator]	-13%	50%[activator]	6%

17) CCOC(=O)N1CCC(NC(=O)C2CCN(S(=O)(=O)c3ccc4c(c3)oc(=O)n4C)CC2)CC1
18) Cc1ccc(NC(=O)COC(=O)CCc2ccc(S(=O)(=O)N3CCOCC3)cc2)cc1F
19) Cc1ccc(NC(=O)CSc2nn3c(=O)c(C)nnc3s2)cc1Cl
20) N#Cc1ccc(C(=O)N2CCN(S(=O)(=O)c3ccc(Cl)s3)CC2)cc1
21) Cc1cc(C)c2cc(CN(Cc3cccs3)Cc3nnnn3CC3CCCO3)c(=O)[nH]c2c1 (centres undefined)
22) Cc1ccc(N2C(=O)CN(Cc3sccc3C)C2=S)cc1C
23) O=C(c1ccccc1)c1ccc(Oc2ncccn2)cc1
24) O=C(NN1C(=O)NC2(CCCCC2)C1=O)c1cc(F)cc(F)c1

assay / entry	17	18	19	20	21	22	23	24
Tb PYK inh	4%	-5%	-3%	3%	-2%	-1%	-2%	9%
AMA1 RON2 block	6%	7%	60%[activator]	6%	-4%	-15%	7%	-14%
Shiga inhibitor	-3	-2	7	nt	-32	6	197	nt
Pf growth 48h	?	12%	13µM*	?	?	12µM*	94%[activator]	-10%
LmPK inhibitor	-3%	6%	-4%	nt	5%	2%	-6%	nt
Cycloheximide cs	-5	1	8	nt	-5	5	58*	nt
Pf growth 96h	-11%	-1%	9.3µM*	10%	73%[activator]	-10%	-35%	-28%

Whole records as entered above. Order of screens: Tb PYK inh	AMA1 RON2 block	Shiga inhibitor	Pf growth 48h	LmPK inhibitor	Cycloheximide cs	Pf growth 96h
`Cc1ccc(NC(=O)CSc2nnc(CNC(=O)c3c(F)cccc3Cl)o2)cc1` across the screens: 2%	9%	7	11%	4%	-2	50%[activator]
`CC1CCCC(n2cnc3cc(C(=O)O)ccc32)C1C` (centres undefined) across the screens: -2%	-15%	-1	-2%	-1%	-2	?
`Cc1cc2cc3c(cc2nc1SCc1ccccn1)OCCO3` across the screens: 2%	-7%	-6	-2%	5%	-1	?

Random excerpt: three entries already listed, in no set order.
19) Cc1ccc(NC(=O)CSc2nn3c(=O)c(C)nnc3s2)cc1Cl
23) O=C(c1ccccc1)c1ccc(Oc2ncccn2)cc1
22) Cc1ccc(N2C(=O)CN(Cc3sccc3C)C2=S)cc1C

assay / entry	19	23	22
Tb PYK inh	-3%	-2%	-1%
AMA1 RON2 block	60%[activator]	7%	-15%
Shiga inhibitor	7	197	6
Pf growth 48h	13µM*	94%[activator]	12µM*
LmPK inhibitor	-4%	-6%	2%
Cycloheximide cs	8	58*	5
Pf growth 96h	9.3µM*	-35%	-10%

(continued)
25) CCOC(=O)C(Cc1c(F)cccc1F)(NC(C)=O)C(=O)OCC
26) CCOc1cc(S(=O)(=O)NC2CC(C)(C)NC(C)(C)C2)ccc1Cl
27) CCN(C(=O)CSc1nnc(-c2ccncc2)n1C)C1CCS(=O)(=O)C1 (centres undefined)
28) CCCCOc1ccc(CONS(=O)(=O)c2ccc(NC(C)=O)cc2)cc1Cl
29) O=C(Nc1ccc(S(=O)(=O)N2CCCC2)cc1)c1cccnc1
30) CCCNC(=O)C(=O)NCC(c1ccc2c(c1)OCO2)N1CCN(c2ccc(F)cc2)CC1 (centres undefined)
31) CCOC(=O)C1(CCOc2ccccc2)CCN(CC2CC2)CC1
32) O=c1[nH]cc(NCCc2ccccc2)c(=O)[nH]1

assay / entry	25	26	27	28	29	30	31	32
Tb PYK inh	2%	5%	5%	2%	-1%	-3%	-3%	-13%
AMA1 RON2 block	-4%	7%	5%	6%	-1%	-5%	-9%	22%
Shiga inhibitor	3	-1	-6	5	-6	-7	-5	24
Pf growth 48h	13%	?	nt	22%	-7%	-23%	0%	29%
LmPK inhibitor	-1%	3%	0%	2%	0%	8%	1%	-2%
Cycloheximide cs	-2	-2	-2	6	-5	-7	-3	16
Pf growth 96h	?	-2%	-14%	?	nt	-8%	?	-10%

33) CCCc1c(C(=O)N/N=C/c2ccc(OCc3ccccc3)c(OC)c2)nnn1-c1nonc1N
34) Cc1cccc(-n2c(=O)c3c(n4cnnc24)-c2ccccc2CC32CCCCC2)c1
35) CC(C)NC(=S)NN=C1c2ccccc2-c2ccccc21
36) O=C(O)CC(Cc1ccc(Cl)cc1)C(=O)Nc1ccc([N+](=O)[O-])cc1 (centres undefined)
37) COc1ccc(/C=N/Nc2ccccc2C(=O)O)cc1
38) COc1ccc(-n2cc(-c3ccccc3)c3c(NCCOCCO)ncnc32)cc1
39) COc1ccc(CN(C)C(=O)/C=C/c2ccc(S(=O)(=O)N3CCOCC3)cc2)cc1F
40) COc1cc2c(cc1OC)C(C)N(C(=O)c1sccc1C)CC2 (centres undefined)

assay / entry	33	34	35	36	37	38	39	40
Tb PYK inh	-9%	4%	-6%	4%	0%	-6%	0%	-3%
AMA1 RON2 block	6%	9%	-3%	-5%	-4%	-10%	9%	-2%
Shiga inhibitor	-5	-7	-6	20	32*	-12	nt	12
Pf growth 48h	-9%	-9%	-18%	23%	246%[activator]	?	12µM*	-3%
LmPK inhibitor	-4%	-4%	9%	0%[11.5 µM]	-3%	-2%	nt	-10%
Cycloheximide cs	6	-4	-2	1	39*	-1	nt	-7
Pf growth 96h	?	11%	?	?	?	22%	?	?

41) C=CCNCC#CCOc1ccc(OC)cc1
42) CC(C)Cn1c(N)c(C(=O)COC(=O)CC23CC4CC(CC(C4)C2)C3)c(=O)n(C)c1=O
43) Cc1ccc(NC(=O)CCn2cccc2)cc1
44) Cc1cc(OC2CCCCC2)nc(NCc2ccccc2)n1
45) CCCn1nc2cc(C(=O)NCCc3ccc(C)cc3)ccc2c1OCC
46) CCN(CC)C(=O)Cn1cc(C(=O)C(=O)N2CC=C(c3ccccc3)CC2)c2ccccc21
47) COc1ccc2nc(C)cc(N3CCN(c4ccccc4)CC3)c2c1
48) Cc1cc2nc(/N=C(\N)NC(=O)N3c4ccccc4Sc4ccccc43)nc(C)c2cc1C

assay / entry	41	42	43	44	45	46	47	48
Tb PYK inh	-2%	5%	2%	-4%	-5%	-5%	0%	2%&-1%
AMA1 RON2 block	-18%	-8%	-11%	-1%	-2%	-3%	?	-5%&0%
Shiga inhibitor	-6	-10	12	-6	-4	17	3	-3
Pf growth 48h	nt	nt	nt	?	5%	?	13µM*	8.3µM*
LmPK inhibitor	-5%	1%	5%	2%	0%	4%	3%	-2%
Cycloheximide cs	-3	-7	10	-7	10	1	-6	-3
Pf growth 96h	9%	?	nt	5.2µM*	69%[activator]	11%	9.3µM*	?

49) Cc1nc(N(C)Cc2ccccc2)c2nnn(Cc3ccccc3)c2n1
50) O=C(COC(=O)c1ccc([N+](=O)[O-])s1)Nc1ccc(F)cc1
51) COc1ccc(-c2nc3cc(NC(=S)NC(=O)Cc4ccccc4)ccc3o2)cc1
52) CC(=O)N1CCSc2ccc(S(=O)(=O)NCc3ccccc3)cc21
53) CC1SC(=NC(=O)c2ccco2)NC1=O (centres undefined)
54) Cn1ccc(C(=O)N/N=C/c2ccncc2)n1
55) CSc1ccccc1C(=O)NCCSc1ccc(C)cc1
56) COc1cc(/C(C)=N/N2CCN(Cc3ccc(C)cc3)CC2)ccc1O
57) CC(=O)c1cccc(NC(=O)c2ccc(NC(=O)CCS(=O)(=O)c3cccs3)cc2)c1

assay / entry	49	50	51	52	53	54	55	56	57
Tb PYK inh	0%	6%	-14%	-10%	-4%	-3%	-4%	-6%	2%
AMA1 RON2 block	5%	-4%	1%[11.6 µM]	0%	3%	6%	10%	-4%	1%
Shiga inhibitor	4	nt	37	6	21	28*	6	nt	33*
Pf growth 48h	nt	13%	170%[activator]	18%	39%[activator]	4%	3%	-3%	?
LmPK inhibitor	-1%	nt	-1%	-7%	3%	-25%	-1%	1%	-6%
Cycloheximide cs	1	nt	35*	-1	0	32*	0	-1	-6
Pf growth 96h	149%[activator]	-22%	-7%	-15%	nt	-24%	0%	?	258%[activator]

Hits appear at their usual frequency. Share with any hit: about 21%.
